mIDH1 inhibitor: blocks human mutant IDH1 R132H enzyme. Potency, µM (top dose mostly 76.6 µM), for inactives: top-dose activity change, negative = inhibition, hits mostly inhibitors. IDH1-R132H enzyme, NADPH consumption, diaphorase/resazurin fluorescence. O75874. AID 602179. 390,000 compounds, 0.093% hits; note: potency is the fitted concentration of half-maximal effect; % is set by controls: 0 for no effect and ±100 for the full control effect; nearly all actives have a fitted effect of over 65% in size
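IDH1-R132H (0.5 ug/mL) preincubated 30 min with compound, then NADPH (0.016 mM) and alpha-KG (2 mM) added; 80 min at RT, pH 7.5. Remaining NADPH coupled via diaphorase/resazurin to fluorescence (540/590 nm); concentration-response curves normalized to no-enzyme control.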
TRHR PAM: allosterically enhances the human TRH receptor; enhancement, % at 2 µM; P34981; TRHR cells, fluo-8 calcium fluorescence, EC20 TRH enhancement; 360,000 compounds, 0.66% hits; in the data active = enhancement above about 30%; note: 0% is about no effect
Target sequence (P34981 whole entry, looked up): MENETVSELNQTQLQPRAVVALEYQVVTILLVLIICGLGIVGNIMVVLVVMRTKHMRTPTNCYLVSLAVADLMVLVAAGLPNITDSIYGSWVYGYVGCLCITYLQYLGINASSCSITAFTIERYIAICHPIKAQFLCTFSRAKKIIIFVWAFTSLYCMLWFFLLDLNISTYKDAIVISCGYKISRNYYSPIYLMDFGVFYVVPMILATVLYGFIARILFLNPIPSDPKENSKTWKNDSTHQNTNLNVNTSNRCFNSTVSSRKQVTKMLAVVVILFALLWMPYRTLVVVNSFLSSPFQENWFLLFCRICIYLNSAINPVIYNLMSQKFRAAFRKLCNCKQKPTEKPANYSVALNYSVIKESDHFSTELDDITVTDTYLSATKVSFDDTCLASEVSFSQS
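TRHR-expressing cells loaded with fluo-8 calcium dye were read kinetically (ex 480/em 530) during compound addition, then stimulated with an EC20 of TRH (10 nM final). Enhancement of the Gq-mediated intracellular calcium response was scored.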
USP1-UAF1 inh: blocks the human USP1/UAF1 deubiquitinase complex; recombinant USP1/UAF1, Ub-Rhodamine cleavage fluorescence; Potency, µM (series often up to 57.1 µM), without a hit: top-dose activity change, negative = inhibition, most hits filed as inhibitors; 390,000 compounds, 0.23% hits; AID 743255; note: potency is the fitted concentration of half-maximal effect; % is set by controls: 0 for no effect and ±100 for the full control effect; nearly all actives have a fitted effect of over 60% in size; inactives centre near -12
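USP1/UAF1 complex at 1 nM was preincubated with compound for 15 min at room temperature, then Ub-Rho substrate (150nM final) was added. Fluorescence (480/540 nm) was read kinetically, 6 reads every 60 seconds.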
Pin1 inh: blocks the human prolyl isomerase Pin1; Potency, µM (series often up to 115 µM), without a hit: at the highest dose activity, negative = inhibition, most hits filed as inhibitors; AID 504891; 390,000 compounds, 0.009% hits; Pin1 FP peptide displacement, HiFluor488, 10 min; active = well fitted inhibition curve with a large enough effect in the polarisation, with a control signal flat, not every such curve was filed as active; inconclusive = small, poorly fitted or top-dose-only effect, or effect the other way, or a change in a side signal; inactive = no such curve, though single readings can be large or run the other way; the % refers to the polarisation; note: potency is the fitted concentration of half-maximal effect; % is set by controls: 0 for no effect and ±100 for the full control effect
Target sequence (Q13526 whole entry, looked up): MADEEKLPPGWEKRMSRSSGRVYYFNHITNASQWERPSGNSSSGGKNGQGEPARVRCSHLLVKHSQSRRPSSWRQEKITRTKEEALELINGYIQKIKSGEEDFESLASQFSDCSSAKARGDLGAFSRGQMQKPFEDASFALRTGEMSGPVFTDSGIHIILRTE
D2 antag: antagonists of human D2 dopamine receptor; HEK293 TREx D2 cells, calcium flux, dopamine EC80; inhibition, % at 10 µM; 340,000 compounds, 2% hits; in the data active = inhibition above about 30%; note: 0% is about no effect
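Cells plated overnight at 30 C with tetracycline; no-wash calcium dye, 30–90 min RT; 10 s baseline; compound pinned; 180 s read; EC80 dopamine added; another 180 s read.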
rTrxR1 inhibitor: blocks rat thioredoxin reductase 1; recombinant rTrxR1, NADPH fluorescence consumption, selenite substrate; Potency, µM (doses to about 114 µM), for the others: at the top dose activity change, negative = inhibition, usual class: inhibitors; 390,000 compounds, 1% hits; note: potency is the fitted concentration of half-maximal effect; % is set by controls: 0 for no effect and ±100 for the full control effect; nearly all actives have a fitted effect of over 65% in size
Target sequence (O89049 whole entry, looked up): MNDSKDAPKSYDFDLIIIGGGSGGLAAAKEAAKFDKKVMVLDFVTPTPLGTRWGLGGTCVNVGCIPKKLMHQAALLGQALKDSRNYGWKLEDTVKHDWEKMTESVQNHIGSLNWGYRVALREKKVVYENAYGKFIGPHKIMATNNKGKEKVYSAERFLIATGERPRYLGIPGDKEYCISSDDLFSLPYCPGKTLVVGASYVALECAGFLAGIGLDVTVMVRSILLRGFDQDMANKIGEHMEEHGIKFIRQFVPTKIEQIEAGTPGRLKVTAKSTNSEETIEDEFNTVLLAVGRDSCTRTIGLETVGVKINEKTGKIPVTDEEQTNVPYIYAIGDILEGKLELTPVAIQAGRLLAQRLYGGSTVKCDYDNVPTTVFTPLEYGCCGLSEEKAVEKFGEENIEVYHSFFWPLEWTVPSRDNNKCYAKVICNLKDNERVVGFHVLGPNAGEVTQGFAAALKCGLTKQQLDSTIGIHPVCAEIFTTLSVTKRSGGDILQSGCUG
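Rat TrxR1 (90 nM in the dispensed reagent) was pre-reduced with 400 uM NADPH for 5 min at room temperature, then incubated with compound for 15 min. After 400 uM selenite was added, NADPH fluorescence (Ex 340/Em 450 nm) was followed for 8 min.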
TRHR ag: TRH receptor (human) agonism. P34981. TRHR cells, calcium flux fluo-8, FDSS agonist mode. activation, % at 2 µM. 360,000 compounds, 0.18% hits; in the data active = activation above about 30%; note: 0% is about no effect
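Read-out: compound-evoked intracellular calcium rise in TRHR cells, fluo-8 dye, kinetic FDSS fluorescence at 1 s/cycle following a 10-cycle baseline. Cells cultured overnight before dye loading (30 min–1.5 h, RT).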
TrxR1 substrate: substrates of rat thioredoxin reductase 1. O89049. AID 588456. 390,000 compounds, 0.01% hits. Potency, µM (highest dose often 114 µM), inactives show at the highest dose activity change, negative = substrate turnover. purified TrxR1 substrate turnover, NADPH consumption readout; note: potency is the fitted concentration of half-maximal effect; % is set by controls: 0 for no effect and ±100 for the full control effect; nearly all actives have a fitted effect of over 50% in size
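Rat TrxR1, dispensed at 90 nM, was prereduced with 400 uM NADPH (final) for 5 min at ~22 deg C, then incubated with compound 15 min before 400 uM selenite. A first-read NADPH fluorescence drop versus no-compound background flagged substrates.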
D2 agonist: activates the human D2 dopamine receptor; HEK293 T-REx D2 cells, calcium flux agonist mode; activation, % at 2 µM; 340,000 compounds, 0.53% hits; AID 485358;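 active = activation over 3 SD above normal in the single-dose calcium agonist read, cut at about 30% in these data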; note: 0% is about no effect
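Agonism is scored from calcium flux in a force-coupled, inducible HEK293 cell line expressing D2, read kinetically for 180 s after compound addition against dopamine controls.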
* marks the source's active call; other numbers are inactive results; ? = inconclusive; / = no result given; & = joins results of further samples; [ ] = remark or other dose. Unless noted, calls come from the whole dose curve; as a rule, active = well fitted inhibition curve with a large enough effect; inconclusive = small, poorly fitted or top-dose-only effect; inactive = no such curve, though single readings can be large or run the other way. Not all compounds are listed; the hit share may differ from the screen's.

1. CC[C@]12c3[nH]c4ccccc4c3CCN1C(=O)C(CC(=O)NCCC1=CCCCC1)C[C@@H]2C(=O)N1CCN(C(=O)C2CC2)CC1 (some centres undefined)
2. COc1cc(-c2nc(-c3ccccc3)c(-c3ccc(Br)cc3)[nH]2)cc(OC)c1O
3. O=C(Nc1cccc(S(=O)(=O)N2CCCCC2)c1)c1c2c(nc3ccccc13)CCN(Cc1ccccc1)C2
4. CCc1ccc(NC(=O)C2CCN(S(=O)(=O)c3ccc4c(c3)NC(=O)CO4)CC2)cc1
5. COc1cc(C)ccc1OCCSc1nnc(-c2cccs2)o1
6. COc1ccc(NC(=O)Cn2ccc(C(F)(F)F)n2)cc1S(=O)(=O)N1CCOCC1

Screen / compound no.	1	2	3	4	5	6
mIDH1 inhibitor	0%	-3%	2%	-6%	31%	-5%
TRHR PAM	/	0	-1	-1	6	/
USP1-UAF1 inh	-27%	-2%	-7%	-10%	-11%	8%
Pin1 inh	1%	-2%	17%	-13%	1%	-2%
D2 antag	/	/	0	10	/	/
rTrxR1 inhibitor	0%	?	-6%	4%	10%	24%
TRHR ag	/	-0.2	-0.1	-0.5	-1.5	/
TrxR1 substrate	-11%	-5%	-9%	-6%	3%	-1%
D2 agonist	/	0.1	8.4	-1.5	-0.7	/

7. Cc1ccc(C)c(/C=C(\C(=O)O)c2ccc(S(=O)(=O)N3CCCCC3)s2)c1
8. CCOc1ccc(CNC(=O)c2cnc3sc(N4CCCCCC4)nn3c2=O)cc1OC
9. Cc1ccc(-c2noc(CCC(=O)NCC3CCCO3)n2)cc1 (centres undefined)
10. CCOc1ccccc1C1C(C#N)=C(N)Oc2cc(C)n(C)c(=O)c21 (centres undefined)
11. CCOC(=O)c1sc(NC(=O)CSc2nnc(C(C)C)n2CC)nc1C
12. O=C(/C=C/c1ccc(Br)cc1)c1ccc(NC2=NCCCS2)cc1

Screen / compound no.	7	8	9	10	11	12
mIDH1 inhibitor	0%	12%	11%	2%	4%	4%
TRHR PAM	15	1	1	0	5	5
USP1-UAF1 inh	-25%	-26%	-16%	-5%	-17%	-14%
Pin1 inh	26%	-6%	2%	3%	1%	42%[activator]
D2 antag	3	/	0	3	2	7
rTrxR1 inhibitor	17%[57.1 µM]	18%[57.1 µM]	8%	?	11%[57.1 µM]	-6%
TRHR ag	-1.1	-0.5	-0.3	-1.0	-0.1	0.1
TrxR1 substrate	-17%[57.1 µM]	2%[57.1 µM]	4%	3%	2%[57.1 µM]	3%
D2 agonist	-2.1	/	-0.4	-0.6	-0.1	0.1

One compound at a time (already shown). Screens in order: mIDH1 inhibitor | TRHR PAM | USP1-UAF1 inh | Pin1 inh | D2 antag | rTrxR1 inhibitor | TRHR ag | TrxR1 substrate | D2 agonist
Cc1ccc(-c2noc(CCC(=O)NCC3CCCO3)n2)cc1 (centres undefined) is entered as 11% | 1 | -16% | 2% | 0 | 8% | -0.3 | 4% | -0.4
Cc1ccc(C)c(/C=C(\C(=O)O)c2ccc(S(=O)(=O)N3CCCCC3)s2)c1 is entered as 0% | 15 | -25% | 26% | 3 | 17%[57.1 µM] | -1.1 | -17%[57.1 µM] | -2.1
CCOC(=O)c1sc(NC(=O)CSc2nnc(C(C)C)n2CC)nc1C is entered as 4% | 5 | -17% | 1% | 2 | 11%[57.1 µM] | -0.1 | 2%[57.1 µM] | -0.1
CCOc1ccccc1C1C(C#N)=C(N)Oc2cc(C)n(C)c(=O)c21 (centres undefined) is entered as 2% | 0 | -5% | 3% | 3 | ? | -1.0 | 3% | -0.6
O=C(/C=C/c1ccc(Br)cc1)c1ccc(NC2=NCCCS2)cc1 is entered as 4% | 5 | -14% | 42%[activator] | 7 | -6% | 0.1 | 3% | 0.1

Later entries:
13. CCN(CC(=O)Nc1c(F)cccc1F)C(=O)CCOc1ccccc1
14. O=C(Cn1c(=O)[nH]c2ccccc2c1=O)Nc1ccc2c(c1)OCO2
15. O=C(Nc1nc(-c2ccccn2)cs1)c1cccc(-n2cnnn2)c1
16. CCOc1ccc(-c2nnc(SCC(=O)N(CC)c3cccc(C)c3)o2)cc1
17. CC(=O)Nc1ccc(NC(=O)CN(c2ccc([N+](=O)[O-])cc2)S(=O)(=O)c2ccccc2)cc1
18. CCC(C(=O)NC1CCCC1)N(Cc1cccs1)C(=O)Cn1nnc(-c2ccc(OC)c(OC)c2)n1 (centres undefined)

Screen / compound no.	13	14	15	16	17	18
mIDH1 inhibitor	-1%	19%	-5%	3%	-4%	-3%
TRHR PAM	14	-4	7	-1	-6	0
USP1-UAF1 inh	-2%	-12%	-15%	4%	-14%	-16%
Pin1 inh	5%	-3%	27%	32%[activator]	63%[activator]	6%
D2 antag	-6	/	1	/	/	7
rTrxR1 inhibitor	16%	7%	22%	16%	-8%	18%
TRHR ag	0.0	0.1	0.9	0.7	-0.9	1.0
TrxR1 substrate	3%	-5%	6%	-2%	-12%	-7%
D2 agonist	0.7	/	-0.1	0.5	/	0.3

19. CC(=O)C1=C(C)NC(=O)NC1c1ccc2c(c1)OCO2 (centres undefined)
20. O=c1nc(NC2CCCC2)ccn1Cc1cccc(Br)c1
21. CC(=O)/C(=N/Nc1ccccc1)Sc1nnc(CCc2ccccc2)n1-c1ccccc1
22. CC(/C=C/c1ccc(N(C)C)cc1)=N\N=C1\NC(=O)CC(C(=O)Nc2ccccc2)S1 (centres undefined)
23. Cc1cc(O)ccc1N=Cc1c(C(F)(F)F)[nH][nH]c1=O
24. COc1ccccc1C1C=C(c2ccc(Cl)cc2)Nc2nc(N3C(=O)CCC3=O)nn21 (centres undefined)

Screen / compound no.	19	20	21	22	23	24
mIDH1 inhibitor	-3%	-4%	-3%	1%	-2%	1%
TRHR PAM	6	-3	6	0	-2	-5
USP1-UAF1 inh	-4%	-19%	-20%	?	-14%	-12%
Pin1 inh	?	0%	-4%	?	7%	-16%
D2 antag	-12	3	3	17	-8	-8
rTrxR1 inhibitor	-17%[11.4 µM]	15%	18%[57.1 µM]	?	2%	?
TRHR ag	1.9	0.0	-0.1	0.0	0.4	1.7
TrxR1 substrate	-10%[11.4 µM]	10%	-21%[57.1 µM]	-12%	-13%	11%[57.1 µM]
D2 agonist	1.2	-0.2	-1.6	0.2	-0.2	1.7

Not a retest: an excerpt of the list.
12. O=C(/C=C/c1ccc(Br)cc1)c1ccc(NC2=NCCCS2)cc1
13. CCN(CC(=O)Nc1c(F)cccc1F)C(=O)CCOc1ccccc1
14. O=C(Cn1c(=O)[nH]c2ccccc2c1=O)Nc1ccc2c(c1)OCO2

Screen / compound no.	12	13	14
mIDH1 inhibitor	4%	-1%	19%
TRHR PAM	5	14	-4
USP1-UAF1 inh	-14%	-2%	-12%
Pin1 inh	42%[activator]	5%	-3%
D2 antag	7	-6	/
rTrxR1 inhibitor	-6%	16%	7%
TRHR ag	0.1	0.0	0.1
TrxR1 substrate	3%	3%	-5%
D2 agonist	0.1	0.7	/

The list continues.
25. CCOC(=O)C1CCN(C(=O)C2COc3ccccc3C2)CC1 (centres undefined)
26. O=C(N/N=C/c1ccc(Br)o1)/C(=C/c1ccc([N+](=O)[O-])cc1)NC(=O)c1ccccc1
27. COc1cc(OC)cc(C(=O)Nc2ccc3c(c2)CCCN3C(=O)c2cccs2)c1
28. CCc1ccc(-c2cc(C(F)(F)F)n3nc(C(=O)Nc4c(C)nn(Cc5ccccc5Cl)c4C)cc3n2)s1
29. Cn1c(=O)n(C)c2cc(NS(C)(=O)=O)ccc21
30. CC(C)(C)NS(=O)(=O)c1ccc(N2C(=O)c3ccccc3C2=O)cc1

Screen / compound no.	25	26	27	28	29	30
mIDH1 inhibitor	14%	-3%	-5%&-6%	-13%	-3%	2%
TRHR PAM	1	5	1&-5	-1	1	1
USP1-UAF1 inh	?	1%	-8%&-11%	-19%	-7%	-10%
Pin1 inh	-8%	9%	4%&11%	-2%	-1%	-1%
D2 antag	/	/	-20	-6	-2	-1
rTrxR1 inhibitor	18%[57.1 µM]	-16%	22%&11%[57.1 µM]	45%[activator]	-3%	5%
TRHR ag	0.1	0.1	-0.3&-0.6	-0.2	1.1	-0.2
TrxR1 substrate	-4%[57.1 µM]	-4%	2%&3%[57.1 µM]	51%[activator]	11%[57.1 µM]	-3%
D2 agonist	-0.2	/	-0.1&1.7	-0.9	0.9	0.0

31. Cc1ccc(C)c(Nc2c([N+](=O)[O-])cc(C(=O)N3CC(=O)Nc4ccccc43)cc2[N+](=O)[O-])c1
32. CC1=NN(C(=O)CCc2ccccc2O)C(O)(C(F)(F)F)C1 (centres undefined)
33. O=C(O)c1cccc(S(=O)(=O)Nc2ccc(OCc3ccccc3)cc2)c1
34. Cc1ccc(/C=C/C(=O)Nc2nc(-c3cccs3)ns2)cc1
35. CCN(CC(=O)N1CCCC1)S(=O)(=O)c1ccc(Br)cc1
36. COc1ccccc1C(=O)NCCC(=O)NCC1CCCCC1

Screen / compound no.	31	32	33	34	35	36
mIDH1 inhibitor	7%	-8%	-3%	-15%	0%	4%
TRHR PAM	-4	6	5	0	1	/
USP1-UAF1 inh	-25%	-2%	-23%	-27%	-13%	-15%
Pin1 inh	36%	3%	5%	7%	-6%	-5%
D2 antag	-12	-13	11	/	16	/
rTrxR1 inhibitor	-1%	5%	-5%	-4%	6%[57.1 µM]	15%
TRHR ag	0.0	1.2	1.2	0.6	-0.1	/
TrxR1 substrate	-6%	3%	-3%	-4%	0%[57.1 µM]	7%
D2 agonist	-0.2	1.9	1.4	0.5	0.0	/
